# HT1080 IDH1KD tx: toxicity to HT-1080 IDH1 knockdown cells (counter line); HT-1080 IDH1 knockdown viability, ATP luminescence, 48 h; Potency, µM (titrated, usually from 46.1 µM), without a hit: top-dose activity, negative = toxicity, usual class: cytotoxic; actives 2% (n = 360,000); AID 686971;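 further: potency means the concentration at half of the fitted maximal effect; 0% = DMSO wells and -100% = cell-free medium wells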
#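 Viability of IDH1-knockdown HT-1080 fibrosarcoma cells was assessed by CellTiter-Glo after 48 h at 37 °C with titrated compound; concentration-effect curves were classified by fit quality and response size.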
# ATXN2 expr inh: reduces ATXN2 reporter expression in HEK-293 cells. HEK-293 ATXN2-luciferase reporter, luminescence, 24 h. Potency, µM (top dose mostly 57 µM), for the others: at the top dose activity change, negative = inhibition, hits mostly inhibitors. actives 0.72% (n = 360,000); further: potency means the concentration at half of the fitted maximal effect; on the % scale 0 is the no-effect control and ±100 the full control effect; nearly all actives have a fitted effect of over 55% in size
#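 qHTS (up to 57 uM final) was run with 24 h compound exposure of reporter cells at 37 °C. Each well was multiplexed: SteadyGlo luminescence measured ATXN2-luciferase expression after a fluorogenic Gly-Phe-AFC viability readout (25 uM final).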
# KB-V1 cytotox: kills drug-selected multidrug resistant KB-V1 cells | actives 3.4% (n = 400,000) | Potency, µM (doses to about 46.1 µM), without a hit: top-dose activity change, negative = cytotoxicity, hits mostly cytotoxic | KB-V1 MDR cells viability, CellTiter-Glo, 72 h; further: potency means the concentration at half of the fitted maximal effect; on the % scale 0 is the no-effect control and ±100 the full control effect; nearly all actives have a fitted effect of over 60% in size
#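 Drug-selected KB-V1 cells, grown in DMEM lacking phenol red with 10% FBS, receive compound titrations; after three days at 37 degrees C, surviving cell ATP is quantified by CellTiter-Glo luminescence and responses normalized and curve-fitted.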
# MCF10A rerep: DNA re-replication induction in MCF 10a cells | actives 2.9% (n = 350,000) | AID 624296 | MCF 10A DNA re-replication, Hoechst nuclear intensity, 48 h | Potency, µM (series often up to 46.1 µM), without a hit: at the highest dose activity, positive = re-replication, most hits filed as activators; further: potency means the concentration at half of the fitted maximal effect; % of control where 0% means no effect; nearly all actives have a fitted effect of over 50% in size
# IL1B secr inh: inhibitors of inflammasome signaling (IL-1 beta secretion). THP-1 LPS/ATP IL-1B secretion, AlphaLISA, 16 h; hits give low values. activity change, % at 57.5 µM. actives 4.7% (n = 360,000). AID 743279; in the data active means activity change below about -50%; inconclusive means mostly about -30% to -49%; further: on the % scale 0 is the no-effect control and ±100 the full control effect
#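 Secreted IL-1B measured by AlphaLISA bead assay after 16 h compound exposure of THP-1 cells; compounds (final up to 57.5 uM) added 1 h before LPS (250 ng/mL) and ATP (1.25 mM) stimulation; lower signal means less secretion.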
# SW480 rerep: induces DNA re-replication in SW480 colon adenocarcinoma cells; SW480 DNA re-replication, Hoechst DNA content imaging, 48 h; Potency, µM (top dose mostly 46.1 µM), for the others: at the top dose re-replication activation, hits mostly activators; AID 624297; actives 1.8% (n = 340,000); further: potency means the concentration at half of the fitted maximal effect; % of control where 0% means no effect; nearly all actives have a fitted effect of over 55% in size
#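 Compounds, transferred as 23 nL by pin tool, were incubated with cells for 48 hr; DNA content per nucleus was then quantified by Hoechst staining and fluorescence plate imaging.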
# HT1080-NT tox: kills 2HG-producing HT-1080-NT fibrosarcoma cells. Potency, µM (highest dose often 46.1 µM), for inactives: at the highest dose activity, negative = less viability, hits mostly cytotoxic. HT-1080-NT fibrosarcoma viability, CellTiter-Glo ATP luminescence, 48 h. actives 1.6% (n = 360,000);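 further: NT is the 2HG producing partner of a matched IDH1 knockdown line; potency means the concentration at half of the fitted maximal effect; 0% = DMSO-treated cells and -100% = media-only wells without cells; nearly all actives have a fitted effect of over 55% in size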
#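 Compounds were tested in concentration-response format on HT-1080-NT cells for 48 hours at 37 degrees C. Cell viability came from CellTiter-Glo luminescence; curves were classified by r2, response magnitude and activity.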
# S2 tox: reduces viability in counter-screen for ATXN expression inhibitors; S2 cells (HEK-293 line with an ATXN2-luciferase reporter) viability, CellTiter-Fluor protease fluorescence, 24 h; Potency, µM (highest dose often 56.7 µM), hits mostly cytotoxic; actives 0.49% (n = 400,000); AID 651635; further: potency means the concentration at half of the fitted maximal effect; nearly all actives have a fitted effect of over 40% in size
# KB-3-1 tox: KB-3-1 parental cell cytotoxicity. KB-3-1 viability, CellTiter-Glo ATP luminescence, 72 h. Potency, µM (top dose mostly 46.1 µM), for inactives: at the highest dose activity change, negative = cytotoxic, hits mostly cytotoxic. actives 1.4% (n = 400,000). AID 1347075; further: potency means the concentration at half of the fitted maximal effect; on the % scale 0 is the no-effect control and ±100 the full control effect; nearly all actives have a fitted effect of over 60% in size
#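 Luminescent ATP read-out (CellTiter-Glo) measures survival of drug-naive KB-3-1 cells after 72 h compound exposure at 37 °C. Titration series was screened from lowest to highest concentration, with DMSO vehicle plates as background controls.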
# * hit, by the source's call; i = inactive; u = inconclusive; x = not tested or not shown; & = joins results of further samples; [ ] = another dose, or the depositor's remark. Unless noted, the call rests on the fitted dose curve; in most records, active means well fitted curve in the direction sought with a large enough effect; inconclusive means small, poorly fitted or top-dose-only effect, or another doubt; inactive means no such curve, though single readings can be large; an effect the other way counts as inactive or inconclusive.
Compound,HT1080 IDH1KD tx,ATXN2 expr inh,KB-V1 cytotox,MCF10A rerep,IL1B secr inh,SW480 rerep,HT1080-NT tox,S2 tox,KB-3-1 tox
O=C(N/N=C\c1ccncc1)c1ccccc1O,-5%,x,0%,-3%,0,4%,-10%,i,-8%
Cn1cc(-c2coc3c(C(=O)NCc4cccc(Cl)c4)cccc23)cn1,-22%,-34%,-22%,x,-68*,x,u,u,0%
O=C(CNC(=O)OCc1ccccc1)Oc1ccc2ccc(=O)oc2c1,10%,4%,0%,u,-2,68%,8%,i,-18%
O=C(O)c1ccn(CSc2cc(Cl)ccc2Cl)n1,11%,x,13%,-3%,3,-2%,4%,u,1%
N#CC1=C(N)OC2=C(C(=O)CCC2)C12CCC1(CC2)OCCO1,0%,0%,2%,0%,4,-5%,23%,i,5%
COc1ccc(-c2nn(-c3ccc(F)cc3)c3c2cnc2ccc(F)cc23)cc1OC,x,7%,u,x,x,x,x,i,-5%
O=C1c2ccccc2C(=O)N1N=Cc1ccc2c(c1)OCO2,2%,x,23%,x,21,x,-6%,i,6%
CCCC(=O)Nc1c(-c2cccc(C)c2)c(=O)c2ccccc2n1C,3%,-4%,-6%,1%,24,7%,3%,i,-1%
CCOC(=O)/C=C/COc1ccccc1[N+](=O)[O-],-12%,9%,-12%,u,-9,u,0%,i,-13%
O=c1[nH]c(C2CCN(S(=O)(=O)c3ccc4c(c3)OCCO4)CC2)nc2c1nnn2Cc1ccccc1F,18%,5%,-3%,-16%,20,5%,8%,i,3%
CCc1noc(C)c1C(=O)NCCc1c[nH]c2ccccc12,12%,1%,3%,0%,10,-2%,15%,i,-3%
CCc1ccnc(NC(=O)Nc2ccc(OCc3ccccc3)cc2)c1,22%,-1%,0%,-10%,19,-4%,13%,i,4%
CN1C/C(=C/c2ccsc2)C(=O)/C(=C/c2ccsc2)C1,u,-35%,u,18µM*,-94*,3.3µM*,u,u,u
C[C@@H]1COC(=O)[C@@H](Cc2ccc(F)cc2)C/C=C\C[C@@H](CC(=O)N[C@H](CO)Cc2ccccc2)C(=O)N1,5%,2%,5%,-4%,4,-1%,18%,i,u
COc1ccccc1NC(=O)Nc1nc(C(C)(C)C)cs1,-28%,4%[11.3 µM],1%,26%,-83*,23%,u,i,u
CCS(=O)(=O)Nc1ccc2c(c1)N(C(C)=O)c1ccccc1CC2,14%,-2%,0%,-19%,0,-3%,21%,i,-4%
Cc1cc2c(NC(=O)CC(C)(C)CC(=O)O)cccc2nn1,4%,x,10%,0%,18,-1%,15%,x,-2%
Fc1cccc(-c2nc(-c3ccncc3)no2)c1,x,23%,27%,x,x,x,x,u,3%
CCOc1ccccc1NC(=O)NCc1ccccn1,15%,5%,3%,3%,-14,10%,10%,i,10%
CS(=O)(=O)c1ccc(NC(=O)CCCc2nc3ccccc3c(=O)[nH]2)cc1,7%,11%,u,-3%,6,-1%,4%,i,1%
CCN(CC)C1CCN(C(=O)c2cc(COc3ccc(-n4cncn4)cc3)on2)C1 (stereo not drawn),-2%,-6%,-13%,u,i,u,0%,i,16%
NCCCC(O)(P(=O)(O)O)P(=O)(O)O,x,0%&2%,x,-1%,x,-10%,x,i,x
O=C(CSc1ccc(Br)cc1)Nc1ccccc1Oc1ccccc1,0%,7%,-18%,9%,8,2%,0%,i,14%
Nn1cc(-c2ccccc2)nc1SCC(=O)NCCc1ccccc1,-15%,-13%,23µM*,-2%,u,-4%,-7%,i,-2%
O=C(CSc1nc2[nH]ncc2c(=O)[nH]1)N1CCCCC1,0%,-9%,-16%,0%,6,0%,-9%,i,-5%
Cc1n[nH]c(C)c1S(=O)(=O)N1CCCC(C(=O)NCC2COc3ccccc3O2)C1 (stereo not drawn),-2%,-4%,0%,u,12,12%,0%,i,1%
COc1ccc(N2CCN(C(=O)Cn3c(=O)[nH]c4ccsc4c3=O)CC2)cc1,-9%,1%,2%,-1%,-4,3%,-2%,i,15%
CCOC(=O)C1CCN(C(=O)CCn2c(=O)c3cccn3c3cccnc32)CC1,16%,7%,-4%,0%,12,5%,17%,i,16%
O=C(Nc1ccc(S(=O)(=O)Nc2ccccn2)cc1)c1cccc(Cl)c1,4%,-4%,0%,0%,21,15%,-7%,x,2%
CCOC(=O)c1c(C)nc(C)c(C(=O)OCC)c1-c1cccc(N)c1,-6%,4%,0%,-25%,13,-60%[inhibitor],-13%,i,-6%
Cc1ccc(C(=O)C2CCN(CC(=O)NC3CCCC3)CC2)cc1,-15%,-20%,u,u,-1,6%,-7%,i,-28%
CC(OC(=O)Cc1ccsc1)C(=O)Nc1ccc(Cl)cn1 (stereo not drawn),6%,1%,24%,-2%,15,-34%[inhibitor],7%,i,2%
CCOC(=O)C1=C(CS(=O)(=O)c2ccc(C)c(C)c2)NC(=O)NC1c1ccc(O)cc1 (stereo not drawn),-4%,12%,24%,-2%,-2,1%,2%,i,1%
CC(=O)c1cccc(NC(=O)CSc2nc3ccccc3c(=O)n2CCCN2CCOCC2)c1,0%,x,2%,18%,-11,-11%,-15%,u,-5%
CCC(CC)c1nnc(NC(=O)c2ccc3c(c2)OCO3)s1,-9%,81%[activator],0%,2%,-21,-3%,-1%,i,9%
CCN1C(=O)c2ccccc2Sc2ccc(C(=O)NCCC(C)C)cc21,-29%,-2%,5%,6%,-12,u,1%,i,-2%
CCc1ccccc1NC(=O)CN(C)C(=O)c1cc(C2CC2)nn1-c1ccccc1,-1%,0%,0%,12%,-20,-10%,-2%[9.24 µM],i,-21%
COCc1nnc(NC(=O)CCN2C(=O)c3ccccc3C2=O)s1,-5%,2%,-3%,-1%,-2,-4%,6%,i,-1%
CC(C)CCNC(=O)C(CC(C)C)N(Cc1ccc2c(c1)OCO2)C(=O)c1snc(C(N)=O)c1N (stereo not drawn),-16%,-21%,u,u,-57*,5%,-8%,i,-14%
COc1ccc(-c2nnc(SCC(=O)c3cc(C)n(Cc4cccs4)c3C)o2)cc1,-3%,-11%,-4%,u,-3,-3%,-3%,i,-3%

# 4 entries already listed, arranged by the number in IL1B secr inh, rising.
smiles	IL1B secr inh
CC(=O)c1cccc(NC(=O)CSc2nc3ccccc3c(=O)n2CCCN2CCOCC2)c1	-11
COc1ccc(-c2nnc(SCC(=O)c3cc(C)n(Cc4cccs4)c3C)o2)cc1	-3
COCc1nnc(NC(=O)CCN2C(=O)c3ccccc3C2=O)s1	-2
Cc1ccc(C(=O)C2CCN(CC(=O)NC3CCCC3)CC2)cc1	-1

# Going on with the list.
Compound,HT1080 IDH1KD tx,ATXN2 expr inh,KB-V1 cytotox,MCF10A rerep,IL1B secr inh,SW480 rerep,HT1080-NT tox,S2 tox,KB-3-1 tox
CN(CC(=O)Nc1cccc(F)c1)CC(=O)Nc1cccc2ccccc12,-3%,u,-6%,-7%,-20,0%,-16%,i,u
CCOC(=O)C1CCN(Cc2coc3c(Cl)cc(Cl)cc3c2=O)CC1,0%,-5%,-4%,u,-2,-1%,-3%,i,-3%
COc1ccc(Cn2nnnc2C(c2cc3ccc(OC)cc3[nH]c2=O)N2CCCCCC2)cc1 (stereo not drawn),-15%,-2%,-5%,4%,-13,-7%,-26%,i,-4%
CCN1CC(=O)Nc2cc(S(=O)(=O)N3CCOCC3)ccc21,4%,18%,u,u,-17,1%,22%,i,-8%
O=C(Cn1c(=O)n(Cc2nc(-c3ccccc3)no2)c(=O)c2cc3c(cc21)OCO3)Nc1cccc(C(F)(F)F)c1,x,1%,-15%,x,x,x,x,i,u

# Compound profiles, as listed above. Order of values: HT1080 IDH1KD tx	ATXN2 expr inh	KB-V1 cytotox	MCF10A rerep	IL1B secr inh	SW480 rerep	HT1080-NT tox	S2 tox	KB-3-1 tox
# Cc1ccc(C(=O)C2CCN(CC(=O)NC3CCCC3)CC2)cc1 in the list: -15%	-20%	u	u	-1	6%	-7%	i	-28%
# Nn1cc(-c2ccccc2)nc1SCC(=O)NCCc1ccccc1 in the list: -15%	-13%	23µM*	-2%	u	-4%	-7%	i	-2%
# O=c1[nH]c(C2CCN(S(=O)(=O)c3ccc4c(c3)OCCO4)CC2)nc2c1nnn2Cc1ccccc1F in the list: 18%	5%	-3%	-16%	20	5%	8%	i	3%
# CCc1ccnc(NC(=O)Nc2ccc(OCc3ccccc3)cc2)c1 in the list: 22%	-1%	0%	-10%	19	-4%	13%	i	4%
# O=C(O)c1ccn(CSc2cc(Cl)ccc2Cl)n1 in the list: 11%	x	13%	-3%	3	-2%	4%	u	1%

# Compound activity as filed in PubChem.
